Rin1 Abl inh: inhibitors of Rin1-Abl protein binding, primary screen, biochemical, TR-FRET; inhibition, % at 7.35 µM; Tyrosine-protein kinase ABL1 (Homo sapiens) + Ras and Rab interactor 1 (Homo sapiens), …; 0.4% of 360,000 active; in the data active = inhibition above about 5%, passing the limit was not always enough
STEP block: STEP phosphatase inhibitors, primary screen, biochemical, fluorescence intensity, uHTS | recombinant STEP, OMFP fluorogenic substrate | Tyrosine-protein phosphatase non-receptor type 5 (Homo sapiens), P54829 | inhibition, % at 20 µM | AID 588621, 2011 | 0.25% of 360,000 active;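 active = inhibition at 20 µM, scaled per plate between control wells, above about 37%, limit read from the data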;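 note: 0% = DMSO with enzyme and substrate and 100% = substrate only without enzyme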
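Test system: STEP tyrosine phosphatase / Reagent: OMFP at 25 µM / Doses: 20 µM, 1% DMSO / Read-out: percent inhibition scaled to no-enzyme and uninhibited-enzyme controls, plate-pattern corrected / Detection: FITC-channel fluorescence of OMFP product / Medium: Bis-Tris buffer pH 6.0, 2.5 mM DTT, 0.005% Tween 20 / Schedule: 20 min at room temperature, dark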
CSN inh: inhibitors of CSN-mediated cullin deneddylation, primary screen, biochemical, fluorescence polarization, uHTS; Purified CSN, SCF-Nedd8-OG deneddylation; inhibition, % at 12.5 µM; 0.38% of 360,000 active; AID 651999, 2013;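 active = pattern-corrected inhibition above about 35%, with an unprinted fluorescence ratio check between 0.5 and 1.5, limit read from the data, passing the limit was not always enough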;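 note: 0% = enzyme with substrate and 100% = substrate without enzyme; some results filed as inactive read as strong as hits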
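Assay system: Purified human Csn5 enzyme expressed in HEK293T cells | Amount: Enzyme 0.24 nM | Measured by: Fluorescence polarization readout | Medium: Tris/NaCl/DTT buffer, pH 7.5 | Compound dosing: One concentration, 12.5 µM, 0.25% DMSO | Times: 90 min incubation of compound, enzyme and substrate at room temperature | Control set: no-enzyme wells high, enzyme-with-substrate wells low | Read-out: % inhibition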
DNMT1 block: human DNMT1 methyltransferase inhibitors, primary screen, biochemical, molecular beacon, fluorescence, HinP1I cleavage, uHTS; 0.83% of 360,000 active; inhibition (reported as % activation of signal), % at 10 µM; DNA (cytosine-5)-methyltransferase 1 (Homo sapiens), P26358; AID 588458, 2011; in the data active = inhibition above about 50%
Rpn11 block: Rpn11 (PSMD14) deubiquitinase inhibitors, primary screen, biochemical, fluorescence polarization, uHTS | AID 588493, 2011 | 26S proteasome non-ATPase regulatory subunit 14 (Homo sapiens), O00487 | 0.59% of 360,000 active | human 26S proteasome, Ub4-pepOG fluorescence polarization; 20S core pre-blocked with epoxomicin | calls only at 20 µM;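 active = inhibition at 20 µM, scaled to each plate's controls, above about 33%, limit read from the data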
Target sequence (O00487 whole entry, looked up): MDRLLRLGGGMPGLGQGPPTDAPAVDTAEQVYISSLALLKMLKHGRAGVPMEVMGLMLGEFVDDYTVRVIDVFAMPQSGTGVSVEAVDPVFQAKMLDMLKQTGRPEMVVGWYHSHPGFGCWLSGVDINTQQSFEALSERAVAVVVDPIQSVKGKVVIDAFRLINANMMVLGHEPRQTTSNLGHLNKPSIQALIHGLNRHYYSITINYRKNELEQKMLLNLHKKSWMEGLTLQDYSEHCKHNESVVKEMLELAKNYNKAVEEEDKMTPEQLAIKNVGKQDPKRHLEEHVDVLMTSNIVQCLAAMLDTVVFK
Neddyl block: inhibitors of cullin neddylation, primary screen, biochemical, TR-FRET, uHTS, NAE and Ubc12; AID 651699, 2012; calls only at 25 µM; 0.58% of 360,000 active; NEDD8-conjugating enzyme Ubc12 (Homo sapiens) + NEDD8-activating enzyme E1 regulatory …; in the data active = inhibition above about 36%
NadD block: inhibitors of S. aureus NadD, primary screen, biochemical, colorimetric, uHTS | inhibition, % at 20 µM | Nicotinate-nucleotide adenylyltransferase NadD (Staphylococcus aureus N315) | 0.78% of 360,000 active | AID 602399, 2012 | purified NadD enzyme, colorimetric absorbance read-out; in the data active = inhibition above about 26%; note: some compounds past the cut are filed as inactive
LMPTP inh: LMPTP phosphatase inhibitors, primary screen, biochemical, fluorescence intensity, uHTS; Low molecular weight phosphotyrosine protein phosphatase (Homo sapiens), P24666; recombinant LMPTP-A, OMFP fluorogenic substrate; inhibition, % at 20 µM; 0.22% of 360,000 active;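 active = compounds that cut the enzyme signal by at least half of the control window in the single-dose screen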;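 note: plate controls were DMSO wells with enzyme plus substrate for no effect and substrate without enzyme for full effect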
Target sequence (P24666 whole entry, looked up): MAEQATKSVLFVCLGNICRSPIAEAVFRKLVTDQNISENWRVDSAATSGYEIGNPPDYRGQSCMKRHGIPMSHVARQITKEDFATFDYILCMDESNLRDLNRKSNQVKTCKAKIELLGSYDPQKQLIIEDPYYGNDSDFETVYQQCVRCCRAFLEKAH
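Test system – LMPTP-A phosphatase enzyme · Quantity – 0.625 nM LMPTP-A final · Reagent – OMFP substrate, 400 µM final · Dosing – one test concentration per compound, 20 µM, with 3% DMSO overall · Timing – 50 min enzyme reaction at room temperature, protected from light · Detection – fluorescence intensity · Controls – substrate-only low control, DMSO enzyme-plus-substrate high control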
SUMO1 PPI mod: modulators of SUMO1 protein-protein interactions, primary screen, biochemical, uHTS; inhibition, % at 20 µM; Small ubiquitin-related modifier 1 (Homo sapiens), P63165; 0.33% of 360,000 active; SUMO1 binding to a labelled peptide, TR-FRET, 1 h; in the data active = inhibition above about 37%
Target sequence (P63165 whole entry, looked up): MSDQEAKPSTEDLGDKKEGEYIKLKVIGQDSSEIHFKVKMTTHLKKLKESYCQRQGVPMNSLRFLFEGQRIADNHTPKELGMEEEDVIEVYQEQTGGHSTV
Scp-1 inhibitor: Scp-1 phosphatase inhibitors, primary screen, biochemical, colorimetric, uHTS; 0.88% of 340,000 active; inhibition, % at 20 µM; Recombinant Scp1, phosphopeptide, malachite green phosphate absorbance;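 active = inhibition above about 50% at 20 µM, limit read from the data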;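 note: plate controls were DMSO wells with enzyme for no effect and wells lacking enzyme for full effect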
Target sequence (Q9GZU7 76-261 limits assumed): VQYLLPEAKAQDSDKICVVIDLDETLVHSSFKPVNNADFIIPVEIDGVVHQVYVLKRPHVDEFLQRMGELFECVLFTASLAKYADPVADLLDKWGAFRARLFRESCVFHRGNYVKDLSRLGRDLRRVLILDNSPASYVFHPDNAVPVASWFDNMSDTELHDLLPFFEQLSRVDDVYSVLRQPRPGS
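Test system: SCP-1 catalytic domain; Buffer or medium: Acidic Tris acetate buffer with magnesium and detergent; Also added: Phosphorylated 17-residue peptide substrate; Compound: single 20 µM dose, 1% DMSO; Schedule: enzyme reaction 45 min at room temperature, colour 5 min, stabilisation 30 min; Signal: Phosphate-binding colour reagent, absorbance read at 630 nm.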
The depositor's hits bear a star; i = inactive; nt = no result given; + = active, no number. An unsorted share of the library, and some 3.8% of all compounds hit somewhere here.

SMILES	Rin1 Abl inh	STEP block	CSN inh	DNMT1 block	Rpn11 block	Neddyl block	NadD block	LMPTP inh	SUMO1 PPI mod	Scp-1 inhibitor
Cc1ccc(O)c(C(=O)c2cnn(-c3ccccc3)c2)c1	-1	-12	4	-6	i	i	-3	1.3	4	-17
Cc1ccc2nc(SCC(=O)N3CCN(c4ccccc4)CC3)nc(=O)n2c1	-2	-2	2	1	i	i	-2	-0.9	-4	3
Cc1ccc(S(=O)(=O)NNC(=O)c2ccc3ccccc3n2)cc1	-3	0	1	-3	i	i	2	-0.9	-8	3
C/C(=N\NC(=O)c1cccc(S(=O)(=O)N2CCOCC2)c1)c1ccc(OCC(=O)N(C)C)cc1	7	-2	-1	0	i	i	-3	0.2	-19	-6
COc1cccc(C(=O)O[C@@H]2[C@H](Cc3ccccc3)NS(=O)(=O)[C@H]3C[C@@H]4C=C[C@]23O4)c1	2	-2	-2	-2	i	i	3	0.1	4	-6
O=C(NN1C(=O)C2C(C1=O)C1C=CC2C12CC2)c1cccc(Cl)c1 (configuration not stated)	-2	0	0	-1	i	i	5	-1.6	0	2
C=CC[n+]1cccc(-c2cc3ccc(C)cc3[nH]2)c1	-5	-2	5	-3	i	i	-3	1.4	-21	4
Cc1c(CCC(=O)N2CCC(C(=O)NCCCCCC(=O)O)CC2)c(=O)oc2cc3oc4c(c3cc12)CCCC4	-1	1	1	-1	i	nt	2	-0.6	13	1
O=C(CCc1c[nH]c2ccccc12)N1CCCCCCC1	0	1	-2	0	i	i	1	-1.2	5	-2
COCc1cc(Sc2ccc(Cl)cc2Cl)nc(-c2ccccc2)n1	-3	0	-3	9	i	i	7	1.6	5	-8
COc1ccccc1C1CC(c2ccccc2)=NN1C(=O)c1ccccc1 (configuration not stated)	-3	0	3	0	i	i	-4	2.1	-3	-7
CCn1cc(C(=O)NCCCOC(C)C)c2cc(OC)c(OC)cc2c1=O	1	0	-2	-14	i	i	2	0.1	-3	-6
Cc1cnc(NC(=O)CCN2C(=O)C3CCCCC3C2=O)s1 (configuration not stated)	0	3	0	-1	i	i	-6	-0.5	3	-9
C=CCn1ccc(O)c(Cc2ccc(Cl)cc2)c1=O	-1	4	-5	-3	i	i	-3	1.4	5	1
Cn1c(=S)n(CCC(=O)O)c2ccccc21	0	-2	-1	-1	i	i	0	0.5	-4	-9
CN1CCN(C(=O)c2ccc3c(c2)NC(=O)C(C)(C)O3)CC1	2	-3	-2	-2	i	i	7	-5.7	0	-3
Cc1ccc(NC(=O)NC(=O)COc2ccc(Cl)cc2Cl)c(C)c1	3	0	0	6	i	i	3	-0.2	1	-8
Cc1ccc(CS(=O)(=O)Cc2ccc(C(=O)NCCCN3CCOCC3)o2)cc1	-1	-2	5	-1	i	i	4	0.5	3	-4
CC(C)(C)c1csc(NC(=O)CCc2ccccc2)n1	2	0	1	2	i	i	5	0.0	-1	-2
Cc1cc(C(=O)O)ccc1-n1c(C)cc(C=C2C(=O)c3ccccc3C2=O)c1C	-1	6	-2	10	+	i	5	4.0	0	6
COc1ccc(-c2c(C(=O)c3ccccc3)[nH]c(N)c2C(=O)c2ccccc2)cc1OC	nt	nt	-5	nt	nt	i	9	0.7	-4	nt
COc1cc(/C=C/c2cccc[n+]2C)ccc1OCC(=O)Nc1ccccc1	-5	-4	2	3	i	i	12	-0.3	-16	10
Nn1c(SCc2ccccc2)nc2ccccc21	1	-3	2	-2	i	i	-5	-2.0	1	-5
O=C(NCCCn1ccnc1)c1ccc(N2CCCCC2)c([N+](=O)[O-])c1	-12	-1	2	0	i	i	-5	-0.4	-31	-11
O=C(Cn1nnc(-c2ccccc2)n1)NNC(=O)c1cccc([N+](=O)[O-])c1	1	-2	0	3	i	i	2	-1.0	-24	-5
Cc1nnc(NC(=O)Cn2c(=O)sc3ccccc32)s1	0	3	-3	-1	i	i	-1	-0.5	10	-10
O=C(N/N=C/c1ccccn1)c1[nH]c2ccc([N+](=O)[O-])cc2c1-c1ccccc1	-1	1	-1	-7	i	i	67*	3.6	-10	-1
Cn1c(SCC(N)=O)nnc1C1CCN(S(=O)(=O)c2ccccc2C(F)(F)F)CC1	0	0	4	1	i	i	-3	-2.0	-2	-5
Cc1nnc(N2C(=O)c3oc4ccccc4c(=O)c3C2c2ccco2)s1 (configuration not stated)	-1	4	8	39	i	i	1	0.4	2	60*
O=C(C1CC1)N1CCN=C1SCc1ccc(F)cc1	-4	1	2	3	i	i	8	-0.1	5	-2

Three records drawn at random from those above:
SMILES	Rin1 Abl inh	STEP block	CSN inh	DNMT1 block	Rpn11 block	Neddyl block	NadD block	LMPTP inh	SUMO1 PPI mod	Scp-1 inhibitor
Cn1c(SCC(N)=O)nnc1C1CCN(S(=O)(=O)c2ccccc2C(F)(F)F)CC1	0	0	4	1	i	i	-3	-2.0	-2	-5
O=C(N/N=C/c1ccccn1)c1[nH]c2ccc([N+](=O)[O-])cc2c1-c1ccccc1	-1	1	-1	-7	i	i	67*	3.6	-10	-1
O=C(Cn1nnc(-c2ccccc2)n1)NNC(=O)c1cccc([N+](=O)[O-])c1	1	-2	0	3	i	i	2	-1.0	-24	-5

New compounds follow
SMILES	Rin1 Abl inh	STEP block	CSN inh	DNMT1 block	Rpn11 block	Neddyl block	NadD block	LMPTP inh	SUMO1 PPI mod	Scp-1 inhibitor
Cc1cc([N+](=O)[O-])ccc1NC(=O)CSc1nncn1-c1cccnc1	1	3	1	0	i	i	2	-0.1	-18	-3
O=[N+]([O-])c1cc(Cl)ccc1Nc1ccccc1	3	4	6	4	i	i	-4	1.6	-25	-8
Cc1ccccc1C(=O)NNC(=O)C1CCCN(c2ncccn2)C1 (configuration not stated)	-2	-2	-2	-3	i	i	2	-0.2	0	-8
CC(C)CCNC(=O)C(c1ccco1)N(Cc1ccccc1)C(=O)c1snc(C(N)=O)c1N (configuration not stated)	-3	0	2	-10	i	i	0	0.2	-6	-6
Cc1c(C=O)c2ccccc2n1CC(=O)N1CCc2ccccc2C1	-1	-2	-2	-3	i	i	2	-1.7	0	-5
CC(C)=CCC/C(C)=C/CNC(=O)C[C@H]1C[C@H](C(=O)N(C(C)C)C(C)C)[C@@]2(C)c3[nH]c4ccc(Cl)cc4c3CCN2C1=O	-2	0	-3	-21	i	i	-1	6.9	4	-7
CN(C(=O)CSc1nnc(Nc2ccccc2F)s1)C1CCS(=O)(=O)C1 (configuration not stated)	-1	-1	-3	3	i	i	0	-1.1	1	0
COc1cccc(C=NNC(=O)CCCC(=O)NN=Cc2cccc(OC)c2)c1	3	-3	5	1	i	i	-2	-0.9	-7	-5
CCOC(=O)c1sc(NC(=O)CSc2nnc(C)s2)c(C(=O)OCC)c1C	-3	6	3	-6	i	i	-3	2.5	-5	-12
CCOC(=O)N1CCC(NC(=O)CCc2nc(-c3ccccc3F)no2)CC1	3	-9	6	-6	i	i	-4	-1.1	-1	-2
CN(CC(=O)Nc1cccc(F)c1)C(=O)CCc1nc2cc(S(=O)(=O)N3CCOCC3)ccc2n1C	1	-1	-1	0	i	i	1	-1.5	4	-5
O=C1/C(=C\c2ccccc2Cl)SC(=S)N1CCC(=O)N1CCCc2ccccc21	-2	4	-1	6	i	i	-5	2.6	3	-13
COc1ccc(-c2nc(CS(=O)(=O)CC(=O)NCCc3ccccc3)c(C)o2)cc1	3	15	0	4	i	i	-3	24	0	22
Nc1nc(-c2cc(O)ccc2[N+](=O)[O-])cc(-c2ccccc2)c1[N+](=O)[O-]	0	3	24	60*	+	i	53*	41	50*	18
Cc1ccc2c(Cl)cc(Cl)c(OCC(=O)N(C(C)C)C(C)C)c2n1	5	-1	4	2	i	i	5	0.2	-2	1
Cc1ccc(C(=O)N2CC(C)CC(C)C2)cc1NC1=NC2CS(=O)(=O)CC2S1 (configuration not stated)	22*	-4	-7	-2	i	i	0	-1.6	0	-8
Cc1cccc(OCCNc2cc(N3CCN(C)CC3)ccc2[N+](=O)[O-])c1	-4	8	-1	-9	i	i	-9	-4.2	-37	-2
O=C(CCC(=O)N1CCOc2ccccc21)Nc1ccc(F)cc1F	-1	-1	1	3	i	i	4	0.7	-2	-6
C/C(=N\NC(=O)c1ccc2ccccc2c1)c1cccnc1	5	-4	-2	2	i	i	0	-1.7	-14	-8
CCOc1cc(N2CCOCC2)c(OCC)cc1NC(=O)COC(=O)c1cccc2ccccc12	-4	4	1	5	i	i	-4	0.4	-7	9
Cc1ccc(C(=O)NCCCc2ccccc2)c(Cl)c1	3	-1	-2	-3	i	i	7	-2.3	2	0
Cc1[nH]c2ccccc2c1C(=O)C(C)Sc1nnc(C2CC2)o1 (configuration not stated)	-2	0	-2	2	i	i	0	1.6	-1	-8
CCS(=O)(=O)N1CCC(N2CCC(C)CC2)CC1	-1	-2	-3	-1	i	i	-2	-3.6	0	2
Nc1ccc2c(c1)C(=O)c1cc([N+](=O)[O-])ccc1-2	-14	2	0	-2	i	i	2	21	-17	13
COc1ccc(CCNC(=O)c2c(-c3ccccc3Cl)noc2C)cc1	3	0	4	0	i	i	-6	-0.7	-4	-12
c1ccc(CSc2nnc3ccc(-c4ccco4)nn23)nc1	-2	-1	2	0	i	i	-7	-2.3	-8	-9
NC(=O)c1ccccc1NC(=O)/C=C/c1c(Cl)cccc1Cl	1	0	-4	-7	i	i	-1	1.0	-5	-9
CCCN1CCN(C(=O)Cn2cccc2C(=O)c2ccccc2)CC1	0	-6	-3	-2	i	i	2	-1.4	-4	-6
COC(=O)C(Cc1ccc(O)cc1)NC(=O)c1ccccc1OC (configuration not stated)	-1	0	1	-4	i	i	0	0.2	1	0
Cc1ccc(NC(=O)CN(C)C(C)C(=O)Nc2ccc(S(=O)(=O)N3CCCC3)cc2)cc1 (configuration not stated)	2	-4	1	-2	i	i	3	0.3	2	1

Screening results deposited in PubChem BioAssay by several laboratories.
